Bioassay records: PubChem BioAssay, several laboratories
PRMT1 inh: blocks human protein arginine methyltransferase 1. inhibition, % at 2.79 µM. Q99873. 370,000 compounds, 1.3% hits. recombinant PRMT1, activity-based probe fluorescence polarization;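 active = inhibition above about 21% made by adding two undisclosed values, limit read from the data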
Target sequence (Q99873 whole entry, looked up): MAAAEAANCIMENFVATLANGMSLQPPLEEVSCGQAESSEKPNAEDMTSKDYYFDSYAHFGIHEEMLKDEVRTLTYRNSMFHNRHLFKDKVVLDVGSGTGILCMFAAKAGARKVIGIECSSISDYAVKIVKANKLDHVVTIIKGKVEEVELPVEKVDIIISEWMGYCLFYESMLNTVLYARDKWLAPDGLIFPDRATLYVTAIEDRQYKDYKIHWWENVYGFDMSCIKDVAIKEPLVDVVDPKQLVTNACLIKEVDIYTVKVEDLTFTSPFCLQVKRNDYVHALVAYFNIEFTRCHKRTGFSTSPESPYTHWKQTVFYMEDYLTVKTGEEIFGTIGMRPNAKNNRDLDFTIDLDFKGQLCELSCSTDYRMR
SIAE inh: blocks human sialic acid acetylesterase; SIAE FP-Rh probe binding, fluorescence polarization; inhibition, % at 9.66 µM; Q9HAT2; 370,000 compounds, 0.69% hits;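 active = inhibition above a cutoff: mean of compounds within the control limits plus 3 SD of those, cut at about 17% in these data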;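 note: 0% = plate median of compound wells and 100% = probe without SIAE protein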
HTRA1 inhibitor: HTRA1 (human) protease inhibition; recombinant HTRA1, FP-rhodamine activity-based probe, fluorescence polarization; inhibition, % at 5.96 µM; 340,000 compounds, 0.5% hits; in the data active = inhibition above about 36%;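 note: 0% = enzyme with DMSO and 100% = wells lacking enzyme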
TDP2 inh: TDP2 (human) inhibition, absorbance primary screen | O95551 | recombinant TDP2, T5PNP hydrolysis, p-nitrophenol absorbance 415 nm | inhibition, % at 12.8 µM | 370,000 compounds, 0.34% hits;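 active = inhibition above the mean of all tested compounds plus 3 SD, set per campaign, cut at about 25% in these data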;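 note: 0% = DMSO with enzyme and 100% = buffer with substrate but no TDP2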
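Assay system: recombinant human TDP2 / Reagent: T5PNP substrate at 5 mM, a TopII-DNA adduct mimic / Measured by: epi absorbance from released p-nitrophenol / Evaluation: % inhibition relative to enzyme-containing and enzyme-free wells / Control set: enzyme-free and DMSO wells / Replicates: each compound tested once, singlicate / Schedule: enzyme reaction with compound for 2 h at 37 °C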
TCR-CD3 inh: inhibitors of human TCR-CD3 interaction; 360,000 compounds, 0.37% hits; TAMRA-labeled TCR probe fluorescence, biochemical; inhibition, % at 9.4 µM; in the data active = inhibition above about 19%;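 note: recombinant mutant TCR 2C K166C tagged with TAMRA read by polarization; 0% = receptor in buffer alone and 100% = receptor with positive control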
rCAG RNA binder: r(CAG) repeat RNA binding | TO-PRO-1 dye displacement fluorescence | inhibition, % at 3 µM | 370,000 compounds, 1.3% hits | AID 651821;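 active = inhibition above the plate cutoff, the mean of all test compounds on that plate plus 3 SD, cut at about 35% in these data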;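 note: 0% = DMSO alone and 100% = 100 µM mitoxantrone as full dye displacement; higher means more dye released from RNA so lower well fluorescence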
MBD2 inh: blocks human MBD2 binding to methylated DNA | Q9UBB5 | 370,000 compounds, 0.31% hits | AID 686964 | inhibition, % at 4.4 µM | TR-FRET, MBD2 binding to methylated oligonucleotide; in the data active = inhibition above about 13%
Target sequence (Q9UBB5 whole entry, looked up): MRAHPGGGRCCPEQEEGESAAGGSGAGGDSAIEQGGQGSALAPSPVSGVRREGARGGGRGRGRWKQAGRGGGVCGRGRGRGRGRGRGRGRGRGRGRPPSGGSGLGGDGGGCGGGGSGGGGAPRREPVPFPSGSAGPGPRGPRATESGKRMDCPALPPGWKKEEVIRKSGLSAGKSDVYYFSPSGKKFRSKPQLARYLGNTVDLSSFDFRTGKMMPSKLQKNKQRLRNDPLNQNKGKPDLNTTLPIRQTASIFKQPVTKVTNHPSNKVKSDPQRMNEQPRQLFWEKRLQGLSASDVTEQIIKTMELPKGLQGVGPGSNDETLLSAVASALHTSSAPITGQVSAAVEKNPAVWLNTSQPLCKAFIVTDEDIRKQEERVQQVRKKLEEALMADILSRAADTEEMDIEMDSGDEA
NPR2 activator: GC-B (human) receptor activation; HEK293-GC-B cells, CNP EC30, cGMP TR-FRET; 0% at EC30 CNP, 100% saturating CNP; activation, % at 10 µM; 370,000 compounds, 0.11% hits; AID 1920062;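 active = activation at 10 µM reaching about 35% in either raw or pattern-adjusted values, limit read from the data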
mABHD4 FP: inhibitors of mouse ABHD4; Q8VD66; purified mABHD4, FP-Rh probe fluorescence polarization; inhibition, % at 8.92 µM; 370,000 compounds, 0.54% hits; AID 720543;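 active = inhibition exceeding the mean over every tested compound plus 3 SD, cut at about 30% in these data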;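 note: 0% = plate median of compound wells and 100% = S159A mutant with DMSO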
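Test system: mouse ABHD4 enzyme, wild type. Reagent: FP-Rh fluorescent activity-based probe, added after compound pre-incubation. Timing: pre-incubation 45 min, probe exposure 60 min, at 25 °C. Technique: FP readout, ex 525 nm / em 598 nm. Benchmarks: high control S159A mutant with DMSO, low control median of compound wells.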
LEDGF integ inh: blocks HIV-1 LEDGF/p75-dependent DNA integration | TR-FRET IN-LEDGF/p75 DNA integration, Eu/Cy5 | inhibition, % at 3.7 µM | 370,000 compounds, 0.64% hits;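 active = inhibition above the screen-wide mean plus 3 SD, cut at about 13% in these data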;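 note: signal is the Cy5 over europium emission ratio at 671 and 618 nm; 0% = plate median of compound wells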
The depositor's hits bear a star; x = no result given. An excerpt, so the mix of outcomes need not match the whole.

Every second line gives: PRMT1 inh, SIAE inh, HTRA1 inhibitor, TDP2 inh, TCR-CD3 inh, rCAG RNA binder, MBD2 inh, NPR2 activator, mABHD4 FP, LEDGF integ inh
1) O=S(=O)(NCCn1cccc1)c1ccc2ccccc2c1
    0, 0, -7, 1, 4, 1, 0, -3, -7, 0
2) Cn1ccnc1C(OC(=O)c1ccc(Cl)cc1)C(F)(F)F (stereo unspecified)
    5, 2, 7, 9, -4, 4, 2, 6, 0, -5
3) COc1cccc(OCC(=O)NNC(=O)C(=O)Nc2cccc(C)c2)c1
    -8, 1, 1, -3, 8, 4, 1, 1, -5, 6
4) Cc1ccc(C)c(S(=O)(=O)C(C#N)c2nc3ccccc3nc2N2CCCC2)c1 (stereo unspecified)
    -1, 12, 1, 8, 2, 0, -3, 2, -2, 3
5) COc1ccc(/C=N/NC(=O)c2cnccn2)cc1O
    -3, 1, -3, -16, 4, 2, -8, -3, -5, 4
6) NC(=O)c1nsc(C(=O)N(CC(=O)NCc2ccco2)c2ccccc2F)c1N
    0, -3, -1, 1, 6, 2, 2, -1, 1, 2
7) COc1ccc(CCNC(=O)c2ccc3c(c2)OCO3)cc1
    -1, 3, -5, 6, 2, 0, 2, 3, 5, -1
8) Cc1cc(Br)c(S(=O)(=O)n2nnc3ccccc32)cc1C
    -1, 5, -1, 1, 3, 2, -1, 4, -1, 3
9) COCOCCn1cc(CN2CCS(=O)(=O)N(Cc3ccc(-c4ccc(OC)nc4)cc3)C(C(C)C)C2=O)nn1 (stereo unspecified)
    5, 0, 8, 3, 7, 7, 2, 8, 8, 0
10) CCc1ccc(OCC(=O)N2c3ccccc3CCc3ccccc32)cc1
    1, 1, -41, 8, 1, -1, 0, -7, -21, -1
11) O=S1(=O)CCN(Cc2ccc(Cl)cc2)CC1
    -1, -3, 1, -12, -8, 4, 5, 2, 1, -4
12) Cc1ccc(C(=O)NCCc2cc3ccc(C)c(C)c3[nH]c2=O)cc1[N+](=O)[O-]
    -1, -3, 0, -4, 2, -3, -1, -3, -8, -8
13) CC(C)NC(=O)c1ccc(N2CCOCC2)nc1
    -2, 19*, 1, 2, -4, 3, -5, 2, 6, 3
14) COc1ccc(S(=O)(=O)n2cccc2)cc1
    -3, -7, x, -5, -1, 2, -1, 7, 2, -5
15) CC(C)Nc1nc2n(c(=O)n1)CCN2C(C)C
    -1, 0, 7, 0, -1, 2, -1, -2, -12, 3
16) O=C(Nc1cnn(Cc2ccc(F)cc2)c1)c1cnccn1
    -1, -3, -1, -15, -14, 5, -2, -5, -3, -8
17) COc1ccccc1NC(=O)N1CCC(c2nnc(SCC(N)=O)n2C)CC1
    -3, 0, -1, 14, 1, 1, -2, 6, 4, 1
18) N#Cc1c(NC(=O)c2cc(-n3cnnc3)ccc2Cl)sc2c1CCCC2
    4, -6, -8, 0, 2, 5, 7, 4, 4, 1
19) O=C(O)CCC(=O)NNc1nc2ccccc2nc1-c1ccccc1
    3, 3, 3, 16, -5, 1, 0, 3, 2, 0
20) COc1cc(OC)cc(C(=O)NNC(=O)C2CCCC2)c1
    2, 2, 2, 0, -5, -1, 2, 1, -4, -6
21) COc1ccccc1NC(=O)CN1CCN(CC(=O)Nc2ccc(S(N)(=O)=O)cc2)CC1
    -3, 2, -1, -13, -1, 3, 0, -2, 7, 3
22) CCOC(=O)C1(CCOc2ccccc2)CCN(Cc2cc(OC)ccc2OC)CC1
    -6, 1, 3, -3, 0, -1, 0, -19, -3, 3
23) c1ccc2nc(-c3nc4ccccc4o3)ccc2c1
    3, -1, -9, -5, -3, 2, 0, -5, -12, 6
24) Cc1cc(=O)nc2c3ccccc3n(CC(=O)Nc3ccccc3Br)n12
    -3, 3, -8, 16, 3, 7, -4, 3, 7, 3
25) CC(=O)c1cnc2cc(C)nn2c1C
    0, 8, 3, -10, 2, 2, -3, -1, 0, 1
26) CC(C)CSc1ccc(S(=O)(=O)NCC(=O)O)cc1[N+](=O)[O-]
    -2, 1, 0, -2, 9, 4, 3, 5, -2, 2
27) Cc1ccc(S(=O)(=O)NC(=O)Nc2ncc3c(n2)CC(c2ccco2)CC3=O)cc1 (stereo unspecified)
    -3, -4, -3, -3, -1, -1, -2, -6, 3, -1
28) COc1ccc(NC(=O)CSC2=NN3CCCC(=O)N=C3S2)c(OC)c1
    1, 2, 3, 3, -6, -2, 1, 1, 4, -4
29) CCOC(=O)COc1cnc2ccccc2n1
    0, -4, 2, 3, 3, 2, 7, 1, 7, 2
30) Cn1c(C(=O)NCC2CCCO2)cc2oc3ccccc3c21 (stereo unspecified)
    -1, -1, -3, -4, 10, -2, 2, 3, 4, -1

Next section.
Every second line gives: PRMT1 inh, SIAE inh, HTRA1 inhibitor, TDP2 inh, TCR-CD3 inh, rCAG RNA binder, MBD2 inh, NPR2 activator, mABHD4 FP, LEDGF integ inh
31) O=C(CCNC(=O)c1ccccc1Cl)NCC12CC3CC(CC(C3)C1)C2
    -2, -3, 4, 5, 2, 0, 2, 2, -1, -4
32) CCCCNC(=O)C1(NC(=O)Nc2ccc(C)cc2)CCCCC1
    1, -7, x, 4, -6, -7, 3, 4, 1, -3
33) Cc1ccc(/C=C/C(=O)Nc2nn[nH]n2)o1
    36*, 10, -2, 2, 9, -2, -3, 3, 1, 1
34) CCc1nc(Nc2ccc(OC)c(OC)c2)c2nnn(Cc3ccccc3Cl)c2n1
    0, 1, 3, 4, 7, 31, -4, 6, 5, 1
35) CC(C)NC(=O)COC(=O)c1cccc(NS(=O)(=O)/C=C/c2ccccc2)c1
    -3, -1, -1, 6, 0, 3, -1, -3, -1, 1
36) O=C(N/N=C/C=C/c1ccc(Br)cc1)C(O)c1ccccc1 (stereo unspecified)
    -1, 0, -8, -1, 3, 2, -5, 0, -7, -1
37) Oc1cc(O)c2c(c1)OC(c1ccc(O)c(O)c1)C(O)C2 (stereo unspecified)
    7, 1, 9, -12, 11, 0, 1, 2, 17, 17*
38) CCN1CCN(c2ccc(NC(=O)c3cccc(OCc4ccccc4)c3)cc2)CC1
    -3, 0, -1, 5, 4, 0, -1, -3, 5, 3
39) COc1ccc(NC(=O)Cn2c(CCC(=O)O)ccc2-c2ccc(C)cc2)cc1
    3, 5, -8, -2, -3, 16, 4, 1, 0, -4
40) O=C(Nc1ccc(-c2nnn(CC(=O)N3CCN(C(=O)c4ccco4)CC3)n2)cc1)c1ccc(F)cc1
    2, -16, -13, -6, -4, 15, 0, -2, 10, -7
41) Cc1cccc(OCCCC(=O)NCC(=O)Nc2cccc(C)c2C)c1
    -3, -4, -3, 19, -1, -3, 2, 3, 6, -2
42) O=C(NCCC1=CCCCC1)c1cc(S(=O)(=O)N2CCOCC2)ccc1F
    -1, 0, 4, 11, 10, -3, -2, 1, -5, 4
43) COC(=O)c1cc2sccc2n1CC(=O)Nc1ccc(OC)c(OC)c1OC
    -1, -4, 0, -2, 0, 2, -5, -1, 0, 0
44) C[C@H](CO)N1C[C@H](C)[C@@H](CN(C)C(=O)NC2CCCCC2)Oc2c(cccc2N(C)C)C1=O
    -4, 4, 2, 2, 4, -7, -3, 4, 4, -1
45) CCO[C@@H]1OC(C(=O)NC2CC2)=C[C@H](c2coc3ccccc3c2=O)[C@H]1CCCO
    2, -2, -7, -12, -6, 7, 3, 1, -12, 7
46) O=c1[nH]n(CC2COC3(CCCCC3)O2)c(=O)c2ccccc12 (stereo unspecified)
    0, 0, 2, 4, -7, -7, 4, -2, 10, -3
47) O=C(c1cccn(Cc2ccc(C(F)(F)F)cc2)c1=O)N1CCOCC1
    -2, 3, 4, -3, 1, 0, -4, -1, 4, -4
48) N#CCn1nnc(-c2ccc3c(c2)OCO3)n1
    3, -2, 3, -12, 0, 12, 0, 6, 4, -4
49) CC1CN(CC(O)COc2ccc(C(C)C)cc2)CC(C)O1 (stereo unspecified)
    4, 2, 3, 11, 4, -8, 1, -4, 2, -1
50) CC(=O)c1c(-c2ccccc2)c2cc(Cl)ccc2n(C)c1=O
    -1, -12, -9, -3, 3, -4, -3, -2, 0, 1
51) Cc1ccc(NC(=O)/C(=C\c2ccccc2)NC(=O)/C=C/c2ccccc2)cc1
    1, -11, -18, -4, -3, 11, -3, 9, 6, 0
52) C=CCc1cc(OC)ccc1OCCOCCN1CCc2ccccc2C1
    -1, 3, -7, -10, -12, -8, -2, -2, 10, 4
53) N#C/C(=C\c1ccc(O)c(O)c1)C(=O)Nc1cccc2ncccc12
    10, 29*, 52*, -9, 72*, 27, 21*, -11, 28, 49*
54) CCOc1ccccc1NC(=O)C(CC(C)C)NC(=O)C1CCCCC1 (stereo unspecified)
    -3, -3, 8, -2, 4, -3, 0, 0, -4, 2
55) CCN(CC)S(=O)(=O)c1ccc2c(c1)nc(CCC(=O)OCC(=O)Nc1cc(Cl)cc(Cl)c1)n2C
    2, -25, -3, 2, -2, 8, -2, -1, 3, -1
56) O=C(NC1CCN(C(=S)NCc2ccco2)CC1)C1CCCCC1
    3, 0, -2, -2, -4, -3, 0, -1, -3, -3
57) COc1ccccc1CNC(=O)COC(=O)C12CC3CC(CC(O)(C3)C1)C2
    3, 7, 1, -9, -11, 0, 5, -1, -4, -1
58) CC(=O)Oc1ccc(N(C(C)=O)S(=O)(=O)c2ccccc2)c2ccccc12
    -1, -4, 2, -2, 1, 2, 3, -3, -1, 1

Sorted by length of the SMILES (high to low): part of the list above
Every second line gives: PRMT1 inh, SIAE inh, HTRA1 inhibitor, TDP2 inh, TCR-CD3 inh, rCAG RNA binder, MBD2 inh, NPR2 activator, mABHD4 FP, LEDGF integ inh
44) C[C@H](CO)N1C[C@H](C)[C@@H](CN(C)C(=O)NC2CCCCC2)Oc2c(cccc2N(C)C)C1=O
    -4, 4, 2, 2, 4, -7, -3, 4, 4, -1
42) O=C(NCCC1=CCCCC1)c1cc(S(=O)(=O)N2CCOCC2)ccc1F
    -1, 0, 4, 11, 10, -3, -2, 1, -5, 4
53) N#C/C(=C\c1ccc(O)c(O)c1)C(=O)Nc1cccc2ncccc12
    10, 29*, 52*, -9, 72*, 27, 21*, -11, 28, 49*
